PostGolgi ctrl – inhibits growth of the yeast control strain | efflux-deficient yeast background strain, growth absorbance A615, 16 h | inhibition, % at 10 µM | actives 5% (n = 98,000) | AID 738
LYP act – LYP (human) phosphatase activation. actives 0.11% (n = 96,000). recombinant LYP, DiFMUP fluorescence; 0 = plate median, 100 = signal doubled. activation, % at 2 µM. AID 697;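 active means activation at 2 µM above a set limit, the mean plus 5 SD, cut at about 37% in these data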
Target sequence (Q9Y2R2 whole entry, looked up): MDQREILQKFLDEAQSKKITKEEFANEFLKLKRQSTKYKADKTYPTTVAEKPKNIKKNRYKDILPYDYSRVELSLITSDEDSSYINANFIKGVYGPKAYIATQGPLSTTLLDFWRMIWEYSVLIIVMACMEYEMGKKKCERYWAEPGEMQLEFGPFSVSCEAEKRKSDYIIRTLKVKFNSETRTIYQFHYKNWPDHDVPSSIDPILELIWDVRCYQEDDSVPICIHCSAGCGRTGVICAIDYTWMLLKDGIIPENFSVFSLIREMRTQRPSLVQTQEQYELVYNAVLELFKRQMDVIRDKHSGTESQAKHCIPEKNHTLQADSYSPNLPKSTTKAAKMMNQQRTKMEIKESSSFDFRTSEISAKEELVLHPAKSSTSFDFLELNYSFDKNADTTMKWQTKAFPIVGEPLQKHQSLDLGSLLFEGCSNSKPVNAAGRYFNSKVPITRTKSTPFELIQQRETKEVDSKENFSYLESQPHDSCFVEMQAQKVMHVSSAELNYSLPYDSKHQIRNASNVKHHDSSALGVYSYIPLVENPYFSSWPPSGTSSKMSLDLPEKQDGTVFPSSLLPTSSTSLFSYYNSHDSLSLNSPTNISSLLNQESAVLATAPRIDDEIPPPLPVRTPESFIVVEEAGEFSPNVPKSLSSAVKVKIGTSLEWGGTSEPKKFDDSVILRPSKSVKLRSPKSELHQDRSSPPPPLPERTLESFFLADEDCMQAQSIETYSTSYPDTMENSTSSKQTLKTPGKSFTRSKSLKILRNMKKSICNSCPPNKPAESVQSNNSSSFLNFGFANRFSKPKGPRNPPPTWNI
CYP2C9 activ – activators of human CYP2C9 | P11712 | recombinant CYP2C9, luciferin-H conversion, luminescence; hits give high values; factor 1 = untreated enzyme, 0 = blocked | activation factor at 5 µM | actives 1.4% (n = 96,000) | AID 1024;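 active means activation factor of 2 or more for CYP2C9 at a 5 µM dose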;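 further: 0 = sulfaphenazole-blocked wells and 1 = vehicle-only wells; values of inactives mirror those of a sister screen read the other way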
E coli WT exp – blocks growth of wild type E. coli BW25113. OD600 absorbance. growth inhibition, % at 100 µM. actives 0.15% (n = 98,000). AID 710;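 active means growth inhibition above about 50% at one test dose, limit read from the data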;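 further: growth measured after 20 h incubation at 37 °C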
DAT uptake mod – changed human dopamine transporter uptake under cocaine IC80. LLC-PK1 hDAT cells, [14C]-dopamine uptake with cocaine IC80; actives deviate in either direction. B-score at 10 µM. actives 1.3% (n = 110,000). AID 449768;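 active means Z score or B-score, a plate-position-corrected score, falls beyond the plate's 99.7% confidence bounds, in either direction; inactive means both scores lie inside the 99.7% bounds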;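 further: scored against the spread of the other compound wells on the same plate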
CYP2C9 inh – human CYP2C9 inhibition. actives 20% (n = 96,000). inhibition, % at 5 µM. CYP2C9 Supersomes, luciferin-H conversion, luminescence;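 active means blocking of liver enzyme CYP2C9 beyond about 50% at 5 µM, limit read from the data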; further: values of inactives mirror those of a sister screen read the other way
PTPN22 inh 2 – inhibitors of human LYP (PTPN22) phosphatase; Q9Y2R2; recombinant LYP catalytic domain, DiFMUP fluorescence; inhibition, % at 2 µM; actives 0.21% (n = 96,000); AID 640;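 active means inhibition at 2 µM at or above a set limit, the screen mean plus 3 SD, cut at about 24% in these data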;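 further: 0% = DMSO with enzyme and 100% = enzyme fully blocked by orthovanadate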
PostGolgi yeast – growth inhibition of a yeast mutant, post-Golgi transport screen; post-Golgi transport phenotypic cell assay; inhibition, % at 10 µM; actives 0.9% (n = 98,000); AID 739;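 further: yeast cells grown in 1536-well plates; yeast grown about 18 h at 30C before absorbance read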
PTK2B oligo ant – antagonists of human Pyk2 oligomerization. Q14289. Q293 cells, Pyk2 FERM NanoBiT luminescence; hits give low values. z-score (the deposit names both 25 µM and 10 µM). actives 0.83% (n = 99,000). AID 1347419;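 active means Z-score of -3 or lower, scaled per plate to the spread of control and sample wells; inactive means z-score above -3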;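 further: negative z-score means lost luminescence so less FERM oligomerization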
Numbers without * were called inactive; · = not tested or not shown; & = joins results of further samples. Unless noted, no stated cut-off is given here; in the data, active means inhibition above about 30%; inactive means the rest.

SMILES	PostGolgi ctrl	LYP act	CYP2C9 activ	E coli WT exp	DAT uptake mod	CYP2C9 inh	PTPN22 inh 2	PostGolgi yeast	PTK2B oligo ant
O=S(=O)(c1cccs1)N1CN(Cc2ccccc2)c2nc3ccccc3nc21	12	2	1	-17	2	1	3	1	0.28
CC(=O)N1CCCc2cc(S(=O)(=O)NCc3ccc(C)cc3)ccc21	30	·	1	12	0.51	0	·	-2	0.67
Cc1noc(C(=O)Nc2ccccc2C(F)(F)F)c1Cl	-1	5	1	0	-1.6	-1	-8	-2	1
COc1ccc(CCNC(=O)CCn2c(=O)oc3ccccc32)cc1OC	-2	·	0.9	6	0.12	8	·	-3	·
O=C(Cn1nnc(-c2ccccc2)n1)OCc1csc(-c2ccccc2)n1	5	0	1.5	-9	0.018	-47	-2	-10	0.84
Cc1cccc(C)c1OCC(=O)N/N=C/c1cc2c(cc1[N+](=O)[O-])OCO2	14	0	0.6	2	-0.017	36	1	4	0.1
CCOC(=O)c1ccc(-n2c(N)c(C(=O)NCC3CCCO3)sc2=S)cc1 (centres undefined)	3	7	0.2	3	0.81	83*	-5	5	-0.09
O=C(NCC1CCC(C(=O)O)CC1)OCc1ccccc1 (centres undefined)	8	9	1.1	-9	·	-10	-7	8	·
Nc1nc(Cn2nnc(-c3ccccc3F)n2)nc(N2CCOCC2)n1	24	·	1	2	0.46	0	·	1	-0.15
O=C(COC(=O)c1ccc2c(c1)OCCO2)Nc1cc(Cl)ccc1Cl	11	5	1	-5	0.24	-3	-2	2	-0.39
NCc1cccc(-n2cccn2)c1	14	-6	0.6	-2	0.83	43	7	-3	-0.57
CCOC(=O)c1c(N)sc(-c2ccccc2)c1C	·	-11	·	·	0.47	·	11	·	-1.4
CCOC(=O)N1CCN(C(=O)c2ccc3c(c2)N(Cc2ccc(C)cc2)CCS3)CC1	35*	-4	0.7	-20	0.33	32	5	0	-0.98
C=CCS/C(=N\n1cnc2ccccc2c1=O)N(CC)CC	13	-2	0.4	-3	-0.99	63*	3	-6	2
CCOc1c2ccc(C(=O)NCCCCc3ccccc3)cc2nn1CC	1	-1	0.7	4	1.8	31	3	-17	·
O=C1CN(C(=O)c2ccc(Br)o2)C(c2ccccc2)c2cc(Br)ccc2N1 (centres undefined)	22	1	0	-7	·	100*	-4	-12	·
COc1cc(C2C(C(=O)c3ccco3)=C(O)C(=O)N2c2cc(C)on2)cc(Br)c1O (centres undefined)	2	5	0.4	7	1.4	60*	-4	5	-0.11
O=C(COc1ccccc1)Nc1cccc(-c2nc3cc4ccccc4cc3[nH]2)c1	20	4	0.2	-11	0.46	80*	-3	45*	-2.6
CCOC(=O)c1[nH]c2ccccc2c1NC(=O)CCN1CCN(C(=O)OCC)CC1	-1	1	1	-3	0.042	-2	0	11	0.8
CCC(C)NS(=O)(=O)c1ccc(OCC(=O)Nc2ccc3c(c2)OCCO3)cc1 (centres undefined)	0	-1	0.4	-5	-0.41	60*	-2	-9	0.54
Cc1ccc(NC(=O)C2CCCN(S(=O)(=O)c3c(C)noc3C)C2)cc1F (centres undefined)	-1	-6	0.8	-2	0.48	18	6	1	0.29
C=C(C)COc1ccc(-c2nc(N)ncc2Oc2ccccc2OCC)c(O)c1	3	-6	0.1	-10	-0.42	92*	5	3	-4.5*
CC(C)(C)c1nc2ccccc2c(=O)n1N1C(=O)c2ccccc2C1=O	·	1	·	·	-0.8	·	1	·	0.38
N#Cc1ccc(NC(=O)N2CCC(c3nc4c(nnn4Cc4cccc(Cl)c4)c(=O)[nH]3)CC2)cc1	2	-4	0.5	1	-0.031	47	2	2	-0.23
CCOC(=O)CNC(=O)c1cccs1	·	-9	·	·	1.1	·	5	·	0.38

The list goes on.
SMILES	PostGolgi ctrl	LYP act	CYP2C9 activ	E coli WT exp	DAT uptake mod	CYP2C9 inh	PTPN22 inh 2	PostGolgi yeast	PTK2B oligo ant
O=C1C=C(Nc2ccc(Cl)cc2)CC(c2ccc(Cl)cc2)C1 (centres undefined)	52*	10	·	-5	-0.87	·	-7	8	-0.15
O=c1cc(N2CCc3ccccc32)[nH]c(=O)n1-c1ccccc1	·	-14	·	·	1	·	11	·	-0.34
CCc1c(C)sc(NC(=O)c2cc(-c3ccc(O)cc3)on2)c1C#N	4	-8	2.1*	-10	-0.25	-106	4	6	·
COc1ccc(C2(O)CC3CCC(C2)N3c2nc(C)cc(C)c2C#N)cc1 (centres undefined)	12	12	0.4	-11	-0.067	59*	-13	2	-3*
COc1ccc(C(=O)Oc2ccc3c(c2)OCO3)cc1OC	5	3	1	-3	-1.9	3	-6	1	-0.61
COc1ccccc1CN(CC(=O)NCC1CCCO1)C(=O)CNS(=O)(=O)c1ccc(C)cc1 (centres undefined)	3	-4	0.7	-1	0.0012	25	3	-8	0.19
Nc1c(C(=O)NCc2ccco2)sc2nc3c(cc12)C(=O)CCC3	0	-1	0.9	-3	-0.36	8	1	-5	-0.03
COC(=O)CCC(=O)Nc1ccccc1C(=O)Nc1ccccc1	-3	2	1.2	2	-0.013	-16	-5	-17	1.3
Cc1ccccc1NC(=O)OCc1cn(-c2ccc(Cl)cc2)nn1	5	2	0.9	-5	0.21	5	-3	6	0.18
CCn1c(SCc2ccc(C#N)cc2)nnc1-c1ccc(S(=O)(=O)N2CCCCC2)cc1	43*	-14	0.9	-13	3.2	10	12	11	0.88
CCC(CC)c1nnc(NC(=O)c2c(C)nn(Cc3ccccc3Cl)c2C)s1	11	-3	0.5	-13	-0.025	52*	3	-8	1.4
Cn1c(=N)n(CC(=O)O)c2ccccc21	1	0	1.1	-4	-0.17	-15	-4	-2	-0.54
CC1(C)CC(=O)C(C=NCC(N)=O)=C(O)C1	7	6	1.1	-4	-0.76	-12	-8	3	1
COc1ccc(CNC(=O)C2CC(c3cccc([N+](=O)[O-])c3)=NO2)cc1 (centres undefined)	15	-12	1.1	8	-0.12	-13	14	-7	·
CNC(=O)c1sc(-c2cccnc2)nc1C	6	-3	0.9	10	-1.1	6	7	7	-0.13
FC(F)(F)c1nnc2ccc(-n3ccnc3)nn12	13	7	1	3	1	-1	-10	0	·
O=C1CC(NCc2ccncc2)C(=O)N1c1ccc(Cl)cc1 (centres undefined)	2	4	0.2	3	-0.12	82*	-6	-8	-0.8
COc1ccc(C(=O)Nc2cccc3c2C(=O)NC3=O)cc1S(=O)(=O)N1CCOCC1	-1	12	0.9	-8	·	9	-12	10	-0.56
COc1ccc(-c2ccc(-c3noc(-c4ccccc4F)n3)c(OC)n2)cc1	3	-4	0.9	-6	-0.67	8	4	-4	1.4
CCOC1(OCC)N=C(N)C2(C#N)C(c3cccc(C)c3)C12C#N (centres undefined)	27	9	0.8	4	-0.22	23	-8	3	-0.54
CC(C)NC(=O)CSc1nnc(-c2ccncc2)n1-c1ccccc1	14	-8	0.4	-4	-0.16	58*	10	1	0.31
CCC(=O)Nc1cc(C)c(NC(=O)C23CC4CC(CC(C4)C2)C3)cn1	2	-7	·	1	1.7	·	10	0	-0.07
CCCCn1cnc2c1c(=O)[nH]c(=O)n2CCCC	7	2	0.9	2	-0.92	15	-4	-14	-0.2
CC(C)(C)NC(=O)Cn1c(SCC(=O)NC2CCCCC2)nc2ccccc21	10	-12	1.1	0	-0.53	-12	10	8	0.12
O=C(O)CC12CSc3[nH]c(=O)sc3C1c1ccccc1OC2=O (centres undefined)	-8	0	0.9	-1	-0.3	15	0	-7	·

(cont.)
SMILES	PostGolgi ctrl	LYP act	CYP2C9 activ	E coli WT exp	DAT uptake mod	CYP2C9 inh	PTPN22 inh 2	PostGolgi yeast	PTK2B oligo ant
CC(=O)c1cccc(NC(=O)c2cc(-c3ccc(F)cc3)on2)c1	5	2	1.2	-4	-1.5	-24	-5	5	0.2
O=C(Oc1cccc2cccnc12)c1ccc2c(c1)OCCO2	5	1	3.3*	13	1.1	-231	-2	2	0.19
COc1ccc(S(=O)(=O)N(CCCN2CCCC2=O)Cc2cc3c(C)ccc(C)c3[nH]c2=O)cc1	23	17	0.1	3	-0.21	86*	-14	-3	-0.35
CS(=O)(=O)c1ccc(Sc2nc3ccccc3[nH]2)c([N+](=O)[O-])c1	6	0	0.2	7	-0.48	79*	4	8	0.35
Cc1ccc2nc(-c3ccc(NC(=O)c4ccco4)cc3)[nH]c2c1	12	11	0.7	-8	-0.48	34	-12	1	-1.5
CCOC(=O)CSc1nc2ccccc2n1CC(=O)N1CCN(c2ccccc2)CC1	4	-4	0.8	-15	0.53	21	2	1	1.4
O=C(Cn1nc(-c2ccc(Cl)cc2)ccc1=O)NCc1ccc2c(c1)OCO2	-3	-7	0.2	-7	·	77*	4	15	·
Cc1cc(C)c(C(N)=O)c(NC(=O)Nc2ccccc2)n1	0	3	1	0	0.1	0	0	-3	0.94
Cc1cc(C)n2c(SCC(=O)N(C)C3CCS(=O)(=O)C3)nnc2n1 (centres undefined)	11	1	1.2	-2	0.26	-24	-2	5	-0.5
Cn1c(CCCOc2ccc(Cl)cc2Cl)nnc1SCC(=O)Nc1nccs1	7	2	1.3	0	0.055	-32	0	2	0.85
COCc1nnc(NS(=O)(=O)c2ccc(Br)cc2)s1	7	-15	0.4	-6	-1.7	57*	10	9	0.35
COC(=O)c1ccc(NC(=O)CNC(=O)C2CCCCC2)c(C)c1	4	-14	0.7	4	0.85	28	17	1	1
O=C(Nc1ncn[nH]1)C(F)(F)C(F)F	5	2	1.3	-2	0.48	-34	-1	0	1.1
Cc1nnc(SCCC#N)n(CCC#N)c1=O	2	-4	1	2	0.2	-3	8	-1	-0.32
CCOC(=O)C1=C(C)NC(=O)NC1c1ccc2c(c1)OCO2 (centres undefined)	-1	-8	0.7	3	-0.3	32	6	-2	-1.1
Nc1nc(N)nc(-c2ccccc2)n1	10	2	1	5	-0.54	2	2	0	·
CC1(C)Cc2nc3oc4c(N(CCO)Cc5ccccc5)ncnc4c3cc2CO1	7	·	0.6	7	2.6	42	·	6	-1.6
CCCN1C(=O)C(O)(CC(=O)c2ccc3c(c2)OCCO3)c2ccccc21 (centres undefined)	6	-1	0.6	5	-0.58	44	0	6	0.62
CCSc1nc2ccccc2[nH]1	6&-1	1&0	1.3&1.2	6&10	-1.1&0.12	-27&-24	2&1	-4&25	-0.59&-0.54
COc1ccc(C(=O)NCC(=O)NC2=NCCS2)cc1	7	-13	1	9	-0.36	2	12	2	·
CCOC(=O)CCSc1nc(-c2ccc3c(c2)OCO3)cc(C(F)(F)F)c1C#N	8	2	1	-20	-0.23	4	-2	2	-0.47
C=CCc1ccccc1OCC(O)CN1CCN(C(=O)OCC)CC1 (centres undefined)	-2	-1	1.1	-3	0.67	-6	0	-10	0.29
O=C(COc1ccc(S(=O)(=O)N2CCOCC2)cc1)NC1CCCC1	14	0	0.5	-6	0.026	49	0	-2	0.24
CC(=O)NS(=O)(=O)c1ccc(NC(=O)C(Sc2ccccc2)c2ccccc2)cc1 (centres undefined)	6	0	0.7	-8	0.083	35	6	-11	0.85
CCOC(=O)c1c(NC(=O)Cn2nnc(-c3ccc(Cl)cc3)n2)sc(C)c1C	-5	-2	0.8	-4	-0.32	18	5	-9	1.5

Quoted at random: 5 compounds from above.
SMILES	PostGolgi ctrl	LYP act	CYP2C9 activ	E coli WT exp	DAT uptake mod	CYP2C9 inh	PTPN22 inh 2	PostGolgi yeast	PTK2B oligo ant
CCOC(=O)C1=C(C)NC(=O)NC1c1ccc2c(c1)OCO2 (centres undefined)	-1	-8	0.7	3	-0.3	32	6	-2	-1.1
Cn1c(CCCOc2ccc(Cl)cc2Cl)nnc1SCC(=O)Nc1nccs1	7	2	1.3	0	0.055	-32	0	2	0.85
O=C(Cn1nc(-c2ccc(Cl)cc2)ccc1=O)NCc1ccc2c(c1)OCO2	-3	-7	0.2	-7	·	77*	4	15	·
Cc1cc(C)c(C(N)=O)c(NC(=O)Nc2ccccc2)n1	0	3	1	0	0.1	0	0	-3	0.94
Cc1nnc(SCCC#N)n(CCC#N)c1=O	2	-4	1	2	0.2	-3	8	-1	-0.32

High-throughput results (PubChem BioAssay)
